OX1R antag-1: human HCRTR1 antagonism; inhibition, % at 5 µM; O43613; actives 0.43% (n = 330,000); AID 434989; CHO/OX1R cells, Fluo-8 calcium fluorescence, orexin A;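 active means inhibition above its plate's threshold, mean inhibition of all tested compounds on the plate plus 3 SD, cut at about 37% in these data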;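 further: 0% = orexin A challenge wells and 100% = SB-334867-A antagonist wells; not every result past the cut was called active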
Target sequence (O43613 whole entry, looked up): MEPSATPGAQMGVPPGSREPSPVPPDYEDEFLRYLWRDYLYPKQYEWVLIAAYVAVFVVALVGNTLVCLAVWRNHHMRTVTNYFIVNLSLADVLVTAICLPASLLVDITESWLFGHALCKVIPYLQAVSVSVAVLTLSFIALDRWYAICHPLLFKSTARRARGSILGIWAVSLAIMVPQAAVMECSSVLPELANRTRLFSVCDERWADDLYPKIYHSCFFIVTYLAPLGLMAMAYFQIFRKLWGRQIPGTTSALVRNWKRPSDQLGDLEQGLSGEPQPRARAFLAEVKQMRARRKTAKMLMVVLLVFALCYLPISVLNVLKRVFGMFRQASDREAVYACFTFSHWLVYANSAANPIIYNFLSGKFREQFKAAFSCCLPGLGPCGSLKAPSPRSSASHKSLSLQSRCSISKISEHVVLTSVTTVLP
OX1R antag-2: blocks the human orexin 1 receptor; OX1R-expressing cells, FRET antagonist read-out; AID 485270; actives 1.8% (n = 330,000); inhibition, % at 6.6 µM; O43613; in the data active means inhibition mostly above about 38%, no sharp cut-off; inactive means mostly below about 40%;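 further: 0% = agonist challenge alone and 100% = reference antagonist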
Active calls of the source: *.

OX1R antag-1	OX1R antag-2	Structure
-12	14	CCCCNC(=S)N1CCn2cccc2C1c1ccccc1 (stereo unspecified)
-7	8	CCc1c(C)nc(SCc2ccccn2)[nH]c1=O
-19	12	Cn1cc([N+](=O)[O-])c(C(=O)Nc2cnn(Cc3ccc(F)cc3)c2)n1
-4	5	N#C/C(=N\O)c1nc2ccccc2s1
-7	9	COc1cc(Cl)cc(NC(=O)CCN2CCN(C)CC2)c1
-2	15	Cc1cc(=O)oc2cc(OCC(=O)c3ccc4c(c3)NC(=O)CO4)ccc12
-18	22	COc1ccccc1CN1CC(C(=O)N(C)CCCn2nc(C)cc2C)CCC1=O (stereo unspecified)
-14	4	COc1ccc(OCc2cc(C(=O)N3C[C@H]4CC[C@H]3C4)no2)c(Cl)c1
-5	7	COc1ccc(NC(=O)c2cn(CCC#N)nc2-c2cc3ccccc3o2)cc1
4	28	COC(=O)c1ccc(/C=N/n2cnnc2)cc1
-6	12	CC(C(=O)c1ccc(-c2ccccc2)cc1)[n+]1ccccc1 (stereo unspecified)
-7	15	Cc1ccc(CNC(=O)C(=O)NCC2CCCO2)cc1 (stereo unspecified)
-14	5	O=C(COC(=O)/C=C/c1cccc(Cl)c1)NC1CC1
-15	36	CC(C)CN1C(=S)SC(C)(C)C1n1oc(=O)n(-c2ccccc2)c1=O (stereo unspecified)
-8	9	N#Cc1c(Cl)nc2c(c1C#N)CCCC2
-17	7	COc1ccc(C(=O)c2coc3ccc(O)c(CN(C)C)c23)cc1
6	8	O=C(Nc1ccc(Br)cc1)N1CCCCCC1
-20	50	COc1ccc(-n2c(NC(=O)c3ccco3)c(C#N)c3nc4ccccc4nc32)cc1
6	31	Cc1coc2cc3oc(=O)c(CCC(=O)NC4CC4)c(C)c3cc12
-20	47*	O=C1c2ccccc2-c2cccnc21
-13	-1	COc1ccccc1N(CC(=O)Nc1ccccc1C)S(C)(=O)=O
2	17	CCSc1n[nH]c2nc3c(c(=O)n12)C1(CCCC1)Cc1ccccc1-3
-24	9	COc1ccc(C)cc1NC(=O)NC1CCN(Cc2ccccc2)CC1
-19	15	O=C(CC1NCCc2ccccc21)Nc1ccccc1Cl (stereo unspecified)
1	4	CC(C)OCP(=O)(c1ccccc1)c1ccccc1
-33	27	COc1ccc(/C=C/C(=O)c2ccc3c(c2)OCCO3)cc1[N+](=O)[O-]
-8	1	COC(=O)c1cc(NC2c3ccccc3C(=O)N2Cc2ccco2)cc(C(=O)OC)c1 (stereo unspecified)
-2	-2	CCOC(=O)C1CCN(C(=O)CC2(CC(=O)O)CCCC2)CC1
-19	26	O=C(Nc1ccc(N2CCOCC2)cc1)C1CCCN(S(=O)(=O)c2cccc(C(F)(F)F)c2)C1 (stereo unspecified)
-7	13	Nc1cc(C(=O)N2CCN(c3ccc([N+](=O)[O-])cc3)CC2)ccc1N1CC2CC(C1)c1cccc(=O)n1C2 (stereo unspecified)
-31	7	COc1ccc(Br)cc1CNCCSc1nnnn1C
-14	0	Oc1ccc(Cl)cc1C1=NCCNC(C(F)(F)C(F)F)=C1
-29	-8	CN1CCN(c2nc3c(c(=O)n(C)c(=O)n3C)n2Cc2ccc(F)cc2)CC1
-12	-1	CN1CCN(C(=O)c2cc(Cl)ccc2NC(=O)c2ccc(Cl)cc2Cl)CC1
-30	-2	CCOc1cccc(C(=O)Nc2ccc(NC(=O)c3ccccc3)c(C)c2)c1
-11	51	Cc1ccc(C)c(-c2cc(C(=O)NNC(=S)NCC(C)C)c3ccccc3n2)c1
-15	19	CN(C)CCN(Cc1cc2cc3c(cc2[nH]c1=O)OCO3)C(=S)NCc1ccco1
-8	16	COCCNc1cnn(-c2ccccc2)c(=O)c1Cl
-26	6	Cc1ccccc1C(=O)Nc1cc(C(F)(F)F)ccc1-n1cncn1
-3	11	O=C(NCCCn1ccnc1)c1ccc(S(=O)(=O)N2CCOCC2)cc1

As entered above.
`COc1ccc(C)cc1NC(=O)NC1CCN(Cc2ccccc2)CC1` in OX1R antag-1: -24
`CCOc1cccc(C(=O)Nc2ccc(NC(=O)c3ccccc3)c(C)c2)c1` in OX1R antag-2: -2
`CCSc1n[nH]c2nc3c(c(=O)n12)C1(CCCC1)Cc1ccccc1-3` in OX1R antag-2: 17
`Nc1cc(C(=O)N2CCN(c3ccc([N+](=O)[O-])cc3)CC2)ccc1N1CC2CC(C1)c1cccc(=O)n1C2` (stereo unspecified) in OX1R antag-2: 13
`COC(=O)c1ccc(/C=N/n2cnnc2)cc1` in OX1R antag-1: 4

Further structures
OX1R antag-1	OX1R antag-2	Structure
-37	2	CCCc1cc(N2CCCC(C(=O)Nc3ccc(OC)cc3OC)C2)n2ncnc2n1 (stereo unspecified)
-17	12	CC(C)C(O)P(=O)(OCc1ccccc1)c1ccc(N(C)C)cc1 (stereo unspecified)
-14	9	CCC(C)C(NC(=O)C1CCC(C)CC1)C(=O)NC(CCSC)C(=O)OC (stereo unspecified)
-8	27	COc1ccc(/C=C/C(=O)OCC(=O)Nc2cc(C(N)=O)cc(C(N)=O)c2)cc1
-16	28	COc1cc(C(C)=O)ccc1OCC(O)CN1CCN(c2cc(C)cc(C)c2)CC1 (stereo unspecified)
-10	23	CCn1c(Cc2cccs2)nnc1SCC(=O)Nc1ccc(OC)c(OC)c1
-18	7	Cc1nn(Cc2cccc3ccccc23)c(C)c1NC(=O)c1cccnc1
-4	22	CCN(CCC#N)c1ccc(N2C(=O)CCCC2=O)cc1[N+](=O)[O-]
-26	10	COc1cccc(-c2cc(C(F)(F)F)nc(N3CCOCC3)n2)c1
-16	6	CC(=O)c1ccc(OCC(O)CN2CCOCC2)cc1 (stereo unspecified)

Reprinted from the part before: 7 entries, then new ones.
OX1R antag-1	OX1R antag-2	Structure
-8	27	COc1ccc(/C=C/C(=O)OCC(=O)Nc2cc(C(N)=O)cc(C(N)=O)c2)cc1
-16	28	COc1cc(C(C)=O)ccc1OCC(O)CN1CCN(c2cc(C)cc(C)c2)CC1 (stereo unspecified)
-10	23	CCn1c(Cc2cccs2)nnc1SCC(=O)Nc1ccc(OC)c(OC)c1
-18	7	Cc1nn(Cc2cccc3ccccc23)c(C)c1NC(=O)c1cccnc1
-4	22	CCN(CCC#N)c1ccc(N2C(=O)CCCC2=O)cc1[N+](=O)[O-]
-26	10	COc1cccc(-c2cc(C(F)(F)F)nc(N3CCOCC3)n2)c1
-16	6	CC(=O)c1ccc(OCC(O)CN2CCOCC2)cc1 (stereo unspecified)
5	3	CNC(=S)SCCOc1ccccc1
-16	8	COC1=C(N)C(=O)c2nc(-c3nc(C(=O)O)c(C)c(-c4ccc(OC)c(OC)c4O)c3N)ccc2C1=O
-24	19	CCC(C)(C)NC(=O)CN(Cc1ccccc1)C(=O)CCC(=O)Nc1nccs1
1	5	Cc1ccc(-c2nc(SCC(=O)c3c(N)n(C4CC4)c(=O)[nH]c3=O)n[nH]2)cc1
-24	12	CCOc1ccc(NC(=O)CSc2nnc(Cn3c(=O)sc4ccccc43)n2C)cc1
-29	4	O=C(NCc1ccccc1F)C1CCCN1C(=O)Nc1ccc(Cl)cc1 (stereo unspecified)
-15	5	CC(C)C(NC(=O)c1ccccc1F)C(=O)Nc1nccs1 (stereo unspecified)
-1	19	O=C(O)c1cccc(S(=O)(=O)N(Cc2ccccc2)c2cccc(C(F)(F)F)c2)c1
-8	17	CC(C)C(=O)NNC(=O)CN1CCN(c2nc(-c3ccccc3)cs2)CC1
0	15	CC(C)(C)/C(O)=C/c1nc2ccccc2oc1=O

Part of the list above, as a markdown table.
| SMILES | OX1R antag-1 | OX1R antag-2 |
| --- | --- | --- |
| CC(C)C(NC(=O)c1ccccc1F)C(=O)Nc1nccs1 (stereo unspecified) | -15 | 5 |
| COC1=C(N)C(=O)c2nc(-c3nc(C(=O)O)c(C)c(-c4ccc(OC)c(OC)c4O)c3N)ccc2C1=O | -16 | 8 |
| O=C(NCc1ccccc1F)C1CCCN1C(=O)Nc1ccc(Cl)cc1 (stereo unspecified) | -29 | 4 |
| CCC(C)(C)NC(=O)CN(Cc1ccccc1)C(=O)CCC(=O)Nc1nccs1 | -24 | 19 |
| Cc1ccc(-c2nc(SCC(=O)c3c(N)n(C4CC4)c(=O)[nH]c3=O)n[nH]2)cc1 | 1 | 5 |

New compounds follow.
OX1R antag-1	OX1R antag-2	Structure
-8	16	O=C(CCc1nc2ccccc2c(=O)[nH]1)Nc1ccc(F)cc1
-6	4	COc1ccc(/C=N/NC(=O)CNC(=O)c2ccncc2)cc1
-5	0	CC(C)Cc1nnc(NC(=O)CCC(=O)N2CC(C)CC(C)C2)s1 (stereo unspecified)
0	7	Cc1ccc(NC(=O)C2CC(=O)N/C(=N/NC(=O)c3ccc(C)cc3)S2)cc1 (stereo unspecified)
-25	55	CCC(=O)Nc1nc(-c2ccc3c(c2)CC(C)N3S(C)(=O)=O)cs1 (stereo unspecified)
-3	-3	CN1C(=O)CC(C(=O)O)SC1=Nc1cccc(C(F)(F)F)c1 (stereo unspecified)
-6	16	O=S1(=O)CC(O)C(N2CCCCC2)C1 (stereo unspecified)
-32	8	Cc1nc(N2CCCCCC2)c2ccccc2n1
-14	28	OC(COc1ccc2cc(Br)ccc2c1)CN1CCOCC1 (stereo unspecified)
-1	23	O=S1(=O)CCN(C(CO)c2ccccc2)CC1 (stereo unspecified)
-18	8	CN1CCN(/C=N/C2=C(C#N)C(c3ccccc3)C3=C(CC(C)(C)CC3=O)O2)CC1 (stereo unspecified)
-9	14	Cc1cc(C)cc(C(=O)NCC(=O)OCc2c(C)noc2C)c1
-2	16	COc1ccc(CNC(=O)C2(CC3CC(c4ccccc4)=NO3)CCN(C(=O)Cc3ccc(F)cc3)CC2)cc1 (stereo unspecified)
-7	10	O=C(Nc1ccccc1)NC1CCN(Cc2c(F)cccc2Cl)CC1
-14	13	Cc1cc(-c2ccc(S(=O)(=O)Nc3ccc(C#N)cc3)s2)on1
-13	20	Cc1cc2ncn(CCCCOc3ccccc3)c2cc1C
-11	29	CC(=O)c1ccc(S(=O)(=O)Nc2ccc(-c3ccc4nncn4n3)cc2)cc1
-28	24	Cc1cccc(-c2csc(NC(=O)c3cnccn3)c2C(=O)OC(C)C)c1
-17	16	COc1ccc2oc(C(=O)OCc3nnc(-c4ccccc4)o3)c(C)c2c1
-11	12	Cc1ccc2[nH]cc(C(=O)CN3CCN(C)CC3)c2c1
-7	25	COc1ccc(NC(=O)C(NCC(C)C)c2ccccc2)cc1Cl (stereo unspecified)
-13	12	OC(c1ccc(Cl)cc1Cl)C(Cc1cccnc1)n1cncn1 (stereo unspecified)
-3	-2	O=C(O)C1C2CCC(C2)C1C(=O)NCCc1ccc(F)cc1 (stereo unspecified)
-16	9	Cc1cccn2cc(-c3ccc(S(=O)(=O)N4CCOCC4)cc3)nc12
4	31	CC1(C)CC(=NO)CC(C)(C)N1
-11	64*	COc1cccc2c3c(c(C)nc12)CCN3c1ccccc1
-4	18	COC(=O)c1cc(Br)c(=O)n(-c2ccccc2OC)c1
12	9	O=C(CNC(=O)c1ccccc1Br)N/N=C/c1ccco1
-28	14	O=C1C2C3C=CC(C3)C2C(=O)N1/N=C/c1cn(Cc2ccc(F)cc2)c2ccccc12 (stereo unspecified)
-19	18	O=C(Nc1ccc(NC(=O)c2ccco2)nc1)c1cccc(F)c1
5	19	COC(=O)c1cc(C)nc(N)c1C#N
-15	1	O=C(Cn1cc(C(F)(F)F)ccc1=O)NCc1ccc(F)cc1
-23	10	CCCCOCCCN1CC(=O)N2[C@@H](Cc3c([nH]c4ccccc34)C2(C)C)C1=O
-2	74*	CC1(C)CC(N=C2C([N+](=O)[O-])=CC=C3C2=NC2(CCCCC2)N3O)CC(C)(C)N1
-19	0	CCN1CCN(c2ccc(S(=O)(=O)N3CCCCC3)cc2NC(=O)c2cccc(NC(C)=O)c2)CC1
6	7	COC(=O)CC1C(=O)NCCN1C(=S)NC(=O)CCc1ccccc1 (stereo unspecified)
-10	24	O=C1C(=O)N(CC2CCCO2)C(c2ccccc2[N+](=O)[O-])/C1=C(/O)c1ccccc1 (stereo unspecified)
-17	-3	NC(=O)c1ccsc1NC(=O)CCc1ccccc1
-16	46*	CCNC(=O)O/N=C1\CCCCC1c1ccc([N+](=O)[O-])cc1[N+](=O)[O-] (stereo unspecified)
-7	3	N#Cc1c(C(F)(F)F)cc(Cc2ccccc2)nc1SCC(=O)NCC(=O)O
-35	6	Cc1nc2ccccc2c2oc(C(=O)NCCCN3CCC(C)CC3)cc12
-12	10	CCOc1ccc(N(C)S(=O)(=O)c2ccc(C)c(C(=O)NCc3cccs3)c2)cc1
-33	26	CCC(C)Nc1nc(Cl)nc(NCCOc2ccccc2)n1 (stereo unspecified)
3	30	CCN(CC)c1ccc(C=C(c2nnnn2-c2ccccc2)c2nnnn2-c2ccccc2)cc1
-7	3	CC1(C)Cc2c(sc3c2c(=O)n(-c2cccc(Cl)c2)c(=O)n3CC(N)=O)CO1
-9	11	COc1ccc(C(=O)NNC(=O)Cc2nc3nc(C)cc(C)n3n2)cc1
-14	25	O=Cc1ccc(N2CCCCCC2)cc1
-16	37	COC(=O)C1=C(COc2ccccc2)NC(=O)NC1c1ccc2ccccc2c1 (stereo unspecified)
-22	16	CCc1ccc(NC(=S)Nc2cc(OC)c(NC(=O)C(C)C)cc2OC)cc1
5	25	CC(=O)Nc1ccc(C(=O)CSc2cc(C)c3cccc(C)c3n2)cc1

Next compounds follow:
OX1R antag-1	OX1R antag-2	Structure
-17	31	Cc1cc(CSc2ccccc2)ccc1NC(=O)COc1ccccc1
-30	9	COc1ccccc1OCC(=O)Nc1cc(Cl)ccc1Oc1ccccc1
-18	5	FC(F)(F)c1cccc(CON=C2CCN(c3ncc(C(F)(F)F)cc3Cl)CC2)c1
-1	17	O=C(CN1CCN(C(=O)N2CCOCC2)CC1)Nc1ccc(Br)cc1
3	11	O=C(N/N=C/c1ccc([N+](=O)[O-])o1)c1cc(-c2ccc(-c3ccccc3)cc2)nc2ccccc12
-4	-4	Cc1ccc(-c2cc(=O)[nH]c(NCc3ccccc3)n2)cc1

Bioassay records: PubChem, The Scripps Research Institute Molecular Screening Center
